Screening data: PubChem, several laboratories
Rtt109 Vps75 – blocks Candida albicans Rtt109/Vps75 acetyltransferase activity; purified Rtt109/Vps75, ThioGlo CoA-SH fluorescence, 4 h; inhibition, % at 34.9 µM; actives 0.16% (n = 330,000);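 active means inhibition of at least 50% in every replicate; inconclusive means best replicate reaches 50% inhibition but some replicates fall short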
Target sequence (Q5AAJ8 whole entry, looked up): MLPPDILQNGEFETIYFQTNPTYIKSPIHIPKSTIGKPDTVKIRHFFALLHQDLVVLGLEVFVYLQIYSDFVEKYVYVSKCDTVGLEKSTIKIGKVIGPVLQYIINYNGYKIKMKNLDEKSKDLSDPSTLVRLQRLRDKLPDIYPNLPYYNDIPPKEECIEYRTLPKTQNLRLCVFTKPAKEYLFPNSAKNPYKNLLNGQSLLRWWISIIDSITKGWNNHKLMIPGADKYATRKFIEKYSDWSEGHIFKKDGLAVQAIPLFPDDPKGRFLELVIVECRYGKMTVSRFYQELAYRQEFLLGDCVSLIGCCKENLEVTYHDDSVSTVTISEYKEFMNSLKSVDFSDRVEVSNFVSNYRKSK
DAGLB inhibitor – diacylglycerol lipase beta (human) inhibition; Q8NCG7; inhibition, % at 5.17 µM; actives 0.059% (n = 340,000); AID 504411; HEK293T DAGLB membrane lysate, EnzChek fluorogenic substrate; in the data active means inhibition above about 34%;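 further: 0% = enzyme with vehicle and 100% = wells lacking enzyme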
Target sequence (Q8NCG7 whole entry, looked up): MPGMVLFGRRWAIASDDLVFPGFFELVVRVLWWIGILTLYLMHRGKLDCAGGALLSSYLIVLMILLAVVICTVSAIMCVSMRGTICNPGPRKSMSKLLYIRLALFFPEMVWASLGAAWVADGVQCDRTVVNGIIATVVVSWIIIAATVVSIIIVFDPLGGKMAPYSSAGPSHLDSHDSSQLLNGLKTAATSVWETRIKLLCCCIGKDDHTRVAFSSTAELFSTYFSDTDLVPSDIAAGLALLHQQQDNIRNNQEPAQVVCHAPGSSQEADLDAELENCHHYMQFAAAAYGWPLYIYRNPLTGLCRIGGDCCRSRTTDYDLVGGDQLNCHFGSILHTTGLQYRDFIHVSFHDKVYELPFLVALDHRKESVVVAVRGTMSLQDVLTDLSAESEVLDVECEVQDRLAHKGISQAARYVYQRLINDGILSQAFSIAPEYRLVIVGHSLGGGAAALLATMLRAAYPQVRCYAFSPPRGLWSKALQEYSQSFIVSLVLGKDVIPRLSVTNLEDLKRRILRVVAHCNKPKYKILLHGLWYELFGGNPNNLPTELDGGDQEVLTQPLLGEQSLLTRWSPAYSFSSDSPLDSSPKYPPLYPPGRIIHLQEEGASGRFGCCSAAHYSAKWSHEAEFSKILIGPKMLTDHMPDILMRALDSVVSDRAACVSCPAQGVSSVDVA
E coli growth – counter-screen for AddAB inhibitors: E. coli growth inhibition; E. coli V3065 growth, OD600 absorbance, 18 h; AID 449728; inhibition, % at 11.9 µM; actives 0.27% (n = 330,000);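 active means inhibition above the campaign's mean inhibition across all tested compounds plus 3 SD, cut at about 9.9% in these data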;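 further: uninfected addAB+ strain grown without phage in ampicillin broth; 0% = DMSO wells and 100% = ciprofloxacin 0.95 µg/ml wells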
Wnt bcat act – activates Wnt/beta-catenin signaling in a reporter cell assay | actives 1.2% (n = 300,000) | activator, plate reader | activation, % at 9.35 µM; in the data active means activation above about 30%, passing the limit was not always enough; inconclusive means no clear call, values can overlap the other calls;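 further: 0% = neutral control wells and 100% = positive control wells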
AddAB inh – less growth of phage-infected E. coli with AddAB. E. coli expressing H. pylori AddAB, absorbance growth. inhibition, % at 11.9 µM. actives 0.29% (n = 330,000); in the data active means inhibition above about 12%;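 further: 0% = vehicle wells of infected cells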
Tat export inh – E. coli Tat transport inhibition; E. coli MC4100 TorA-mCherry Tat export, fluorescence; inhibition, % at 10 µM; actives 0.036% (n = 340,000); AID 488895;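 active means mean replicate inhibition at least 50% and at least half of replicates individually reaching 50%; inconclusive means only one of the two criteria met; inactive means neither criterion met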;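 further: exported cargo escapes ClpAP degradation while cytoplasmic cargo is degraded and loses fluorescence; 0% = median of neutral control wells and 100% = median of NaSCN control wells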
PfHsp90 set2 – reduces growth (ATP signal) of yeast expressing P. falciparum Hsp90; S. cerevisiae expressing PfHsp90, BacTiter-Glo ATP, 48 h; yeast lacking PDR1 and PDR3 efflux regulators; actives 0.32% (n = 310,000); inhibition, % at 9.4 µM;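 active means every replicate shows inhibition above about 80%, whatever the replicate mean, limit read from the data; inconclusive means mean inhibition reaches the set limit but some replicate falls short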;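 further: 0% = DMSO neutral controls and 100% = 20 µM radicicol positive controls; yeast relying on Plasmodium falciparum Hsp90 in place of its own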
CAL PDZ FP – blocks peptide binding to human CAL PDZ domain. purified CAL PDZ, TMR-peptide fluorescence polarization, 1 h. inhibition, % at 20 µM. actives 0.02% (n = 330,000). Q9HD26;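 active means highest replicate inhibition of at least 40%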;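 further: plate controls were DMSO neutral control wells for no effect and unlabeled competitor peptide control wells for full effect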
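Test system: tagged CAL PDZ domain / Buffer or medium: sodium phosphate/NaCl buffer pH 7.4 with TCEP, IgG, Thesit / Reagent: TMR-labelled reporter peptide T*-PRC34 bound in PDZ groove / Compound dosing: single point, 20 µM / Schedule: 1 h incubation at room temperature before polarization reading / Technique: fluorescence polarization (mP) / Benchmarks: unlabelled peptide, DMSO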
phage Ecoli inh – E. coli growth loss with phage present; growth absorbance; inhibition, % at 11.9 µM; actives 0.26% (n = 360,000); AID 651602; in the data active means inhibition above about 11%
PvdQ inh – P. aeruginosa PvdQ acylase inhibition; purified PvdQ acylase, fluorescence plate reader; inhibition, % at 10 µM; actives 0.063% (n = 340,000); in the data active means inhibition above about 30%, passing the limit was not always enough; inconclusive means no clear call, values can overlap the other calls;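 further: 0% = vehicle neutral wells and 100% = reference inhibitor wells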
Active calls of the source: *; ? = inconclusive; . = not tested or not shown.

SMILES | Rtt109 Vps75 | DAGLB inhibitor | E coli growth | Wnt bcat act | AddAB inh | Tat export inh | PfHsp90 set2 | CAL PDZ FP | phage Ecoli inh | PvdQ inh
Nc1nnc(SCc2ccc(Cl)cc2)s1 | 2.4 | 1.6 | 1.3 | 3.0 | 1.3 | 4.4 | -34.6 | -0.2 | 1.6 | -8.0
COc1ccc(-n2nc3c(N4CCC(C(=O)NCCc5ccccc5C)CC4)nnc(C)c3c2C)cc1 | -7.7 | 0.4 | -1.6 | . | 0.8 | -0.8 | 3.8 | -2.6 | . | 1.9
O=[N+]([O-])c1ccc(S(=O)(=O)NN=CCCc2ccccc2)cc1 | 10.8 | -1.7 | . | -6.4 | . | -9.8 | 1.6 | 0.1 | 1.2 | 3.3
Cc1nc(Cc2ccccc2)sc1CC#N | -6.6 | 1.2 | . | 51.3* | . | -8.1 | 1.3 | -1.6 | 2.9 | -8.3
COc1cccc(NC(=O)N2CCOCC2)c1 | 7.1 | 2.9 | 0.5 | -2.2 | 3.1 | 1.0 | 28.8 | -1.0 | 2.4 | 10.6
Cc1cccc(CN2[C@@H](CC(C)C)COCCS2(=O)=O)c1 | -3.0 | -5.1 | 0.8 | -3.2 | 0.5 | 2.6 | . | 0.5 | 3.3 | -1.1
O=C(OCC(=O)N1CCCC1=O)c1nc(Cl)ccc1Cl | -6.0 | 1.2 | 2.2 | 3.1 | 0.7 | -1.3 | 8.5 | -3.3 | 1.1 | -1.7
CCN(CC)CCCNc1nc(N)c([N+](=O)[O-])c(N2CCCCCC2)n1 | . | -0.7 | 1.7 | 1.0 | 0.8 | -4.9 | 3.3 | -1.9 | 1.3 | -6.7
O=C(COC(=O)c1ccc(O)cc1)Nc1cccc(S(=O)(=O)N2CCCCC2)c1 | 0.9 | -0.3 | 0.1 | -2.4 | 2.3 | -2.1 | 14.0 | 0.2 | -0.5 | -13.4
Cc1cccc2cc3c(N)c(C(=O)N4CCc5ccccc54)sc3nc12 | . | -11.7 | 2.3 | . | -0.3 | -3.4 | -3.0 | -2.8 | 3.5 | 4.4
O=C(CCN1C(=O)c2ccncc2C1=O)Nc1ccc(F)cc1 | 4.3 | 2.3 | 1.6 | -7.2 | 4.5 | 3.3 | . | 0.7 | 5.4 | -7.6
COc1ccc(-c2cc3cc(OC)c(OC)cc3cn2)cc1 | 0.4 | -1.6 | 0.7 | ? | 3.5 | -3.2 | 9.6 | -8.2 | 2.4 | -1.9
NC(=O)CC(NC(=O)Cc1ccc(Br)cc1)c1ccc(NC2CCCCCCC2)c([N+](=O)[O-])c1 (stereo not given) | -4.3 | -0.4 | . | 1.5 | . | -0.5 | -12.8 | -0.4 | 2.6 | -12.7
CCn1c(/C=N/c2nc3ccccc3n2C)nc2ccccc21 | 25.1 | 1.1 | 0.2 | 18.5 | -3.1 | 10.7 | 4.6 | -2.7 | 0.3 | 3.9
O=C(c1ccc(Cl)cc1)c1cc([N+](=O)[O-])ccc1N1CCOCC1 | 14.1 | -1.3 | 1.9 | -12.4 | 1.5 | -2.0 | . | -2.5 | -0.2 | -10.1
O=C(Cc1ccc(NC2=NC3CS(=O)(=O)CC3S2)cc1)NCCc1ccccc1 (stereo not given) | -2.6 | 0.0 | 2.3 | -5.1 | 3.0 | 7.1 | -2.4 | -0.4 | 4.2 | 2.7
CCOc1cc2c3c(c1)C(C)=CC(C)(C)N3C(=O)C2=O | 6.3 | 7.9 | 2.7 | -16.6 | 0.4 | -11.6 | 40.5 | -2.3 | 4.2 | -9.9
O=C(CN1C(=O)NC2(CCCC2)C1=O)Nc1cc(C(F)(F)F)ccc1N1CCCCC1 | 1.5 | -1.9 | -0.6 | -2.9 | 1.7 | 11.7 | 6.3 | -1.2 | 3.3 | 1.0
Cc1cc(N2CCCCC2)n2ncc(-c3ccccc3)c2n1 | -5.0 | -5.7 | 1.2 | . | 6.0 | 14.9 | 0.6 | -0.1 | -1.1 | 1.5
Cc1cc(C)nc(NC(=S)Nc2ccc(Br)cc2Cl)c1 | -5.3 | -0.3 | 1.6 | 0.4 | 0.6 | -5.8 | -28.0 | 0.1 | 2.3 | -7.1
CCOc1ccc(-n2ccnc2SCC(=O)Nc2cc(C)on2)cc1 | 1.2 | -0.3 | 0.8 | -0.5 | 1.0 | -9.8 | -9.8 | 0.8 | 1.1 | -14.1
CC(C)C(=O)Nc1ccccc1N1CCN(S(C)(=O)=O)CC1 | -32.5 | -0.1 | 1.6 | . | 1.6 | -1.0 | 4.0 | -2.8 | 2.6 | -10.5
CCCc1nc(N)sc1C(=O)OCC | 0.0 | -3.4 | 1.4 | -1.8 | 4.5 | 3.1 | -26.1 | -0.9 | 2.1 | 5.3
O=C(CCC(=O)N1CCN(C2CCCC2)CC1)Nc1nnc(C(F)(F)F)s1 | 7.4 | -0.1 | -0.5 | . | -0.5 | 2.4 | 1.8 | . | 1.9 | 1.1
COc1cc(Cl)ccc1OCc1cc(C(=O)N2CCCCCC2)no1 | -20.8 | -2.2 | -0.8 | 0.7 | 4.7 | -3.6 | -2.7 | -0.7 | 0.8 | -14.2

Gathered by group, the entries above with an aryl methoxy group
SMILES | Rtt109 Vps75 | DAGLB inhibitor | E coli growth | Wnt bcat act | AddAB inh | Tat export inh | PfHsp90 set2 | CAL PDZ FP | phage Ecoli inh | PvdQ inh
COc1ccc(-n2nc3c(N4CCC(C(=O)NCCc5ccccc5C)CC4)nnc(C)c3c2C)cc1 | -7.7 | 0.4 | -1.6 | . | 0.8 | -0.8 | 3.8 | -2.6 | . | 1.9
COc1cccc(NC(=O)N2CCOCC2)c1 | 7.1 | 2.9 | 0.5 | -2.2 | 3.1 | 1.0 | 28.8 | -1.0 | 2.4 | 10.6
COc1ccc(-c2cc3cc(OC)c(OC)cc3cn2)cc1 | 0.4 | -1.6 | 0.7 | ? | 3.5 | -3.2 | 9.6 | -8.2 | 2.4 | -1.9
COc1cc(Cl)ccc1OCc1cc(C(=O)N2CCCCCC2)no1 | -20.8 | -2.2 | -0.8 | 0.7 | 4.7 | -3.6 | -2.7 | -0.7 | 0.8 | -14.2

(more compounds)
SMILES | Rtt109 Vps75 | DAGLB inhibitor | E coli growth | Wnt bcat act | AddAB inh | Tat export inh | PfHsp90 set2 | CAL PDZ FP | phage Ecoli inh | PvdQ inh
O=C1C(Cl)=C(Nc2ccccc2O)C(=O)N1c1ccccc1 | 1.0 | 5.3 | -4.4 | 55.2* | -1.2 | -6.3 | . | -1.0 | 0.3 | -4.2
COc1ccc(-c2c3c(=O)n(C)c(=O)n(C)c3cn2-c2ccc(O)cc2)cc1 | -5.8 | 1.9 | 1.8 | 2.0 | -0.7 | -0.9 | 4.8 | -1.8 | -3.4 | -14.1
CN(C)CCCNC(=S)NCC(c1ccc(Cl)cc1Cl)c1c[nH]c2ccccc12 (stereo not given) | 22.8 | 3.0 | -3.9 | -3.3 | 0.3 | 2.7 | 2.0 | -2.2 | 0.2 | -6.0
CC(C)n1cnc2cc(NCc3ccccn3)ccc21 | 7.4 | -0.4 | -0.8 | -3.6 | -4.1 | 10.2 | -20.5 | -0.9 | 3.4 | -17.0
Cc1ccc(C)c(NC(=O)C(CC(=O)O)Cc2ccccc2)c1 (stereo not given) | 10.5 | 0.2 | 0.3 | -1.0 | 0.2 | -0.4 | 0.9 | -1.2 | 0.5 | 7.6
O=C(CC1(O)C(=O)N(Cc2ccccc2)c2ccccc21)c1ccncc1 (stereo not given) | -1.9 | -1.6 | 1.8 | . | 0.4 | -3.9 | -4.6 | 0.3 | 0.0 | 3.6
COc1ccccc1NC(=O)CCS(=O)(=O)c1ccc2c(c1)NC(=O)C(C)S2 (stereo not given) | 1.9 | -0.1 | 1.6 | . | 1.5 | -8.9 | 3.4 | -1.7 | . | -16.0
COCC(=O)N1CCC(Oc2ccc(C(=O)NC3Cc4ccccc4C3)cc2)CC1 | -6.2 | 2.5 | -0.2 | 2.4 | 3.1 | 10.3 | -16.3 | -2.1 | 0.5 | 2.2
C[C@H](CO)N1C[C@H](C)[C@@H](CN(C)C(=O)Nc2ccccc2)Oc2ccc(NC(=O)Cn3cnnn3)cc2C1=O | -4.9 | -2.7 | 1.2 | -0.9 | 2.9 | 0.8 | 1.0 | -0.8 | 0.6 | -14.4
CCOC(=O)c1c(C)[nH]c(C(=O)COC(=O)CCNS(=O)(=O)c2ccc(NC(C)=O)cc2)c1C | 1.3 | -8.2 | 0.3 | 2.0 | 0.2 | -1.5 | -14.0 | -1.5 | 2.8 | -17.9
CCOc1ccc(C(=O)CCC(=O)NN2C(=O)NC3(CCCCC3)C2=O)cc1 | 1.8 | -0.3 | 3.2 | 0.5 | 2.6 | -3.4 | -3.5 | -1.1 | 4.4 | -6.4
CCn1nnnc1SCC(=O)Nc1nc2ccccc2s1 | -7.6 | 2.7 | -0.3 | 12.7 | 2.5 | -3.7 | 4.4 | -2.9 | 3.5 | -5.7
O=C(CSc1ncn[nH]1)Nc1ccc([N+](=O)[O-])cc1Br | . | 0.0 | -0.6 | 6.7 | 0.9 | 4.3 | -22.2 | -2.0 | 2.6 | -55.4
CCN(CC)CCOC(=O)c1c(C)oc2ccc(O)cc12 | -0.3 | -3.7 | -1.2 | . | -4.2 | -11.9 | -3.5 | 0.1 | 1.3 | -5.0
COc1ccc(/C=C/C(=O)O)cc1Cl | 0.3 | 0.8 | -3.7 | -2.0 | 1.2 | 1.0 | -16.2 | -1.5 | -2.5 | -14.7
O=C1c2ccccc2C(=O)N1CCCC(=O)N1CCCc2ccccc21 | 8.3 | -1.8 | 0.0 | -3.5 | 2.1 | -0.6 | 23.4 | 0.1 | 1.6 | -13.5
COc1cc(OC)cc(-c2nnc(SCC(=O)N3c4ccccc4Sc4ccccc43)o2)c1 | -4.3 | 0.6 | 0.4 | . | 1.6 | -11.9 | . | 0.6 | 3.4 | 2.9
CC(OC(=O)C1CCN(c2ccc(C(F)(F)F)cn2)CC1)C(=O)Nc1cccc([N+](=O)[O-])c1 (stereo not given) | 5.6 | -4.2 | 0.7 | -23.1 | 1.7 | 14.6 | -0.6 | 0.1 | 2.9 | -8.1
CCC(=O)N1N=C(c2ccc(Cl)cc2)CC1c1ccco1 (stereo not given) | 3.1 | -4.2 | -2.7 | 3.1 | -1.4 | 8.3 | -19.0 | -0.2 | 1.5 | -8.4
CCCCC(=O)N/N=C/c1ccc(N2CCOCC2)c([N+](=O)[O-])c1 | -4.8 | 6.4 | -0.3 | . | 2.1 | -6.2 | 12.0 | -2.6 | 3.5 | -9.4
O=C(CCCN1C(=O)C(c2ccccc2)Oc2cccnc21)NCc1ccccc1Cl (stereo not given) | -4.0 | -4.3 | 0.1 | -1.9 | 4.8 | 4.9 | -3.3 | -0.4 | -0.2 | -11.5
COc1ccsc1C(=O)NCCN1CCOCC1 | -1.5 | -3.0 | 0.2 | 0.0 | 2.0 | -1.2 | 15.9 | 0.0 | 2.2 | -12.8
CCOC(=O)C1=C(C)NC(=O)NC1c1ccco1 (stereo not given) | -2.8 | -0.9 | -0.3 | -0.7 | 0.8 | -7.7 | 11.3 | 0.2 | 2.5 | 6.8
Cc1cccc(/C=N/NC(=O)C2CCCNC2=O)c1 (stereo not given) | -0.5 | 1.1 | -2.1 | . | 1.3 | 1.7 | 25.2 | -2.3 | 2.0 | 4.3
